# Screens from PubChem.
# Mdm2-MdmX inh = disrupts the human Mdm2-MdmX interaction | O15151+Q00987 | SaOS-2 split-luciferase Mdm2/MdmX complementation, luminescence | inhibition, % at 8 µM | hit rate 3% among 330,000 | AID 485346;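 active means inhibition of at least 50% at 8 µM in the primary screen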
# Target sequence (O15151 whole entry, looked up): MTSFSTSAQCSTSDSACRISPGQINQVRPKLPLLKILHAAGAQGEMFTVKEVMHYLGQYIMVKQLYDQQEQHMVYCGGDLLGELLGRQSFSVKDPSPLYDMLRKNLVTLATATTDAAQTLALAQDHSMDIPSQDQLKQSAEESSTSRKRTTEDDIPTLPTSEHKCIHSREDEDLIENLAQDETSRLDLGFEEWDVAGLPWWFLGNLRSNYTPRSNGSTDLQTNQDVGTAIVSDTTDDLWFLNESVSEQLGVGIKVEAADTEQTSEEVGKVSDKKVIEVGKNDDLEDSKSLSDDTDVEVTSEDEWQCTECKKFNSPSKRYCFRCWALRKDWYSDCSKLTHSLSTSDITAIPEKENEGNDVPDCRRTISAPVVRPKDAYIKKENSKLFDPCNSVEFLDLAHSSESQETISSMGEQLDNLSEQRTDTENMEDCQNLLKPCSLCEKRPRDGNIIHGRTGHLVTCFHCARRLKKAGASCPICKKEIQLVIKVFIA
# Target sequence (Q00987 whole entry, looked up): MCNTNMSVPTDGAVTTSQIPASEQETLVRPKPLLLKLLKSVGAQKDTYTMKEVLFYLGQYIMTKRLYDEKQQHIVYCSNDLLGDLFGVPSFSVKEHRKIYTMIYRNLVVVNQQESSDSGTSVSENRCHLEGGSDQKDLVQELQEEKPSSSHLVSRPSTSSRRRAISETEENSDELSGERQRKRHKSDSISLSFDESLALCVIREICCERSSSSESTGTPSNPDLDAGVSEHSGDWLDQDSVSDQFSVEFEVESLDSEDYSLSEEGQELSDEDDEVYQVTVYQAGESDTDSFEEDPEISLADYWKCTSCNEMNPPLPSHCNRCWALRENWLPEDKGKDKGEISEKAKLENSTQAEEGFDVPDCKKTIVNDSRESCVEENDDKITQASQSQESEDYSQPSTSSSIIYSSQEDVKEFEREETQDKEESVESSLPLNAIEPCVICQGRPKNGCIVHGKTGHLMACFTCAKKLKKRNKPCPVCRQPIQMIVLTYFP
# Jurkat NFkB inh = inhibitors of the PMA/ionomycin-induced NF-kB reporter in Jurkat cells. PMA/ionomycin-induced NF-kB luciferase reporter, luminescence. inhibition, % at 4 µM. hit rate 0.53% among 330,000. AID 435003; in the data active means inhibition above about 50%
# APJ agonist = activates the human apelin receptor APJ; P35414; CHO-K1 APJ PathHunter beta-arrestin, luminescence; 0% DMSO wells, 100% apelin; activation, % at 20 µM; hit rate 0.11% among 330,000; AID 2520;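 active means activation more than six SD over the plate average, tested at 20 µM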;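 further: 0% = DMSO alone and 100% = apelin-13 at 10 nM; some results filed as inactive read as strong as hits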
#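 Assay system: CHO-K1 cells stably expressing ProLink-tagged human APJ and arrestin–beta-gal acceptor. Compound dosing: 20 µM single point, 1% DMSO. Times: 16-18 h seeding, 90 min dark compound exposure, 60 min detection. Detection: beta-gal luminescence. Evaluation: APJ–arrestin association signal. Controls: negative DMSO alone, positive Apelin-13 at 10 nM.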
# XBP1 UPR activ = adaptive UPR (XBP1) activation; AID 463104; activation, % at 20 µM; CHO-XBP1 luciferase reporter, IRE1-XBP1 UPR activation, luminescence; percent of tunicamycin response, DMSO as zero; hit rate 0.33% among 330,000;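 active means versus positive control, 20 µM dose yields 30% or more activation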;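 further: 100% = tunicamycin at 10 µg/mL and 0% = DMSO only wells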
#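 assay system = CHO-XBP1 luciferase reporter cells | amount = 1000 cells/well | buffer or medium = F12 plus 10% FBS | compound dosing = single point, 20 µM final compound, 1% DMSO | incubation = 16-18 h cell attachment at 37 °C, then 6 h compound exposure | detection = Steady-Glo luminescence read | controls = tunicamycin 10 µg/mL and vehicle-only wells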
# APJ antag = antagonists of human APJ apelin receptor; hit rate 0.32% among 330,000; inhibition, % at 20 µM; AID 2521; CHO-K1 APJ beta-arrestin complementation, luminescence; P35414;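 active means inhibition above about 40% at 20 µM, limit read from the data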;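 further: cells challenged with 10 nM apelin-13 agonist together with compound; plate controls were apelin-13 plus DMSO wells for no effect and DMSO wells lacking apelin-13 for full effect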
# tim23-1 inh = inhibits growth of tim23-1 mutant yeast | S. cerevisiae tim23-1 growth, BacTiter-Glo luminescence, 24 h | inhibition, % at 20 µM | hit rate 1.3% among 330,000 | AID 463212;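 active means growth inhibition of the mutant yeast at or above 50%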;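 further: temperature-sensitive mutant grown at 25 °C; plate controls were DMSO-treated mutant yeast for no effect and medium wells lacking yeast for full effect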
# 697 NFkB inh = lowers PMA/ionomycin-induced NF-kB signal in 697 B cells | hit rate 0.33% among 330,000 | AID 435022 | 697 B-cell NF-kB luciferase reporter, 16 h | inhibition, % at 4 µM; in the data active means inhibition above about 35%
# UPR CHOP act = apoptotic UPR (CHOP) activation. CHO-CHOP luciferase reporter, luminescence; percent of tunicamycin response over DMSO baseline. AID 449763. activation, % at 10 µM. hit rate 0.34% among 330,000;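 active means at 10 µM dose, activation of 40% or more, normalized to positive control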;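 further: 100% = tunicamycin at 10 µg/mL and 0% = DMSO alone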
#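 System: CHO-CHOP luciferase reporter cell line | Buffer or medium: F12 medium containing 10% fetal bovine serum | Doses: One dose, 10 µM in 0.5% DMSO | Times: 6 h compound exposure at 37 °C after overnight seeding | Signal: Luciferase luminescence | Read-out: % activation vs tunicamycin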
# * hit, by the source's call. Random draw from the library; overall some 5% were active at least once.
SMILES,Mdm2-MdmX inh,Jurkat NFkB inh,APJ agonist,XBP1 UPR activ,APJ antag,tim23-1 inh,697 NFkB inh,UPR CHOP act
O=C(NC(O)C(=O)c1ccc(F)cc1)c1ccc(F)cc1 (stereo not given),18.6,-7.4,-13.3,-1.3,18.3,-6.7,-1.4,0.7
Cc1cccc(NC(=O)N2CCC(NC(=O)c3ccco3)CC2)c1,-21.2,-13.0,0.7,-0.9,0.7,20.3,27.0,-0.4
O=C(CN1C(=O)NC2(CCCC2)C1=O)NCC1CCCO1 (stereo not given),5.4,4.7,1.0,0.1,-3.5,10.3,21.6,-1.1
CCCCNc1nc(-c2ccccc2)nc(-n2ccnc2)n1,26.3,15.7,-2.4,2.4,4.9,15.1,-38.9,0.0
CCN1CCN(C(=S)Nc2ccc3nc(N4CCN(CC)CC4)cc(C)c3c2)CC1,30.2,10.6,-0.8,-0.6,7.4,-6.2,-11.9,1.2
C[C@H](NC(=O)C1CC(=O)N(c2ccc3c(c2)OCO3)C1)C(=O)NC1CCCCC1 (stereo not given in full),12.6,2.1,1.9,-4.6,-1.0,4.5,-0.5,-1.8
Cc1cccc(-c2nc(C#N)c(N3CCC(C)CC3)o2)c1,-2.8,10.5,-3.4,-0.1,-19.7,3.1,-0.9,0.3
COCCCNC(=O)Cn1cc(C(=O)C2CC2)c2ccccc21,-6.8,-2.9,-3.7,1.7,0.6,-2.5,0.5,1.0
O=C(Nc1ccc(CN2CCOCC2)cc1)c1cccc(F)c1,-37.7,-54.7,-2.6,-1.7,-23.4,0.8,-30.4,3.9
O=C(NNC(=O)c1ccccc1-c1ccccc1C(=O)O)c1cccc([N+](=O)[O-])c1,-15.0,7.3,0.1,-0.8,-0.9,-0.3,-2.9,-0.1
CC(C)[C@H]1CN=C2N(C[C@H](C)NC(=O)CCC3CCCCC3)[C@H](Cc3ccc(O)cc3)CN21,33.2,-2.5,-5.9,-1.6,18.6,-1.4,0.4,-2.0
NC(=O)C1CCN(C(=O)c2ccc(-c3ccccc3)cc2)CC1,13.3,-8.4,-3.4,-2.1,0.2,8.8,-6.8,-1.6
O=C(NCc1ccco1)c1ccc(N2CCCCC2)c([N+](=O)[O-])c1,14.3,27.7,-0.1,4.0,5.8,29.4,-28.1,5.6
Cc1ccccc1-c1noc(N)c1C#N,20.6,-8.7,8.7,-2.3,-96.4,24.0,-4.9,-1.7
CCCCCCn1c(COc2ccccc2F)nnc1SCC(=O)c1c(N)n(C)c(=O)n(C)c1=O,34.3,-14.1,5.1,-1.4,-4.7,2.7,-9.9,2.7
COc1ccc(OC)c(NC(=S)N2CCN(C(=O)C3CCCO3)CC2)c1 (stereo not given),12.8,-7.6,-7.1,-2.7,4.1,2.9,5.4,0.7
COC(=O)C1=C(C(=O)OC)C2(OC1c1ccccc1C)C(=O)c1ccccc1C2=O (stereo not given),0.1,-34.5,-2.9,-3.9,1.6,24.1,5.9,-3.7
O=C(NCCCCNC(=O)c1ccccc1Cl)c1ccccc1Cl,-13.0,-4.0,-0.6,-3.1,13.2,-11.2,4.7,-1.0
CN(CC(=O)Nc1cccc(F)c1)C(=O)c1cccc(N2C(=O)CCC2=O)c1,2.2,-10.4,-3.8,-0.2,-1.8,-7.6,8.5,-0.2
Cc1nc2cc(Nc3nnc(-c4ccccc4)c4ccccc34)ccc2n1C,2.3,-52.2,3.4,1.9,-21.8,20.5,-86.8,4.0
COc1ccc(C)cc1NS(=O)(=O)c1ccc2c(c1)N(C(C)=O)CCO2,-13.3,-12.3,1.5,-4.5,12.6,14.0,-51.3,0.2
C/C(=N\S(=O)(=O)c1ccc(C)cc1)N1CCN(S(=O)(=O)c2ccccc2)C1,-9.5,6.8,2.0,-1.1,6.8,6.5,27.8,3.2
O=C(NNC1=Nc2cc([N+](=O)[O-])ccc2OC1)c1ccccc1Cl,2.3,6.7,-1.6,-3.1,22.4,-0.3,-6.4,-2.5
NC(=O)CC[C@H](NC(=O)c1ccc(F)cc1)C(=O)OCC(=O)NCc1ccc2c(c1)OCO2,2.9,-10.9,-1.7,0.1,12.4,-9.6,-17.2,-0.9
Cc1cc(C(=O)NNC(=S)NCC(C)C)no1,-5.5,-1.5,-3.2,0.3,7.4,2.3,25.2,0.1
CCN1N=C(c2cc(Cl)sc2Cl)CSC1=O,-20.4,-4.6,-5.0,2.9,-3.0,14.8,-5.4,1.0
O=C1c2cccnc2C(=O)N1CNc1ccc(Cl)cc1,21.3,11.7,-3.2,2.7,-0.3,-2.1,11.5,2.1
CC1(C)CC(=O)c2cc(O)ccc2O1,-20.5,-0.7,-1.3,-1.6,1.4,-9.2,4.7,-0.1
Cc1ccc(C(=O)Oc2cc(N)n(S(=O)(=O)c3ccc(C)cc3)n2)cc1,-7.4,2.3,-7.5,1.4,17.2,35.0,-0.2,-3.6
N#Cc1cccc(Cn2cc(C(F)(F)F)ccc2=O)c1,-5.1,5.0,-2.5,-2.6,-12.0,21.3,10.2,1.4
COc1ccc(NCC(=O)N/N=C(\C)c2cc3ccccc3o2)cc1,-9.2,4.1,-1.4,-0.8,-5.1,1.8,-4.8,1.4
O=C(CN1C(=O)CC(c2ccccc2)S(=O)(=O)c2ccccc21)NC1CCCC1 (stereo not given),21.3,-4.2,-0.7,-4.6,6.8,14.4,-3.0,-3.0
CN(CC(=O)Nc1ccccc1Cl)C(=O)COc1cccc2c1OC(C)(C)C2,2.6,-4.0,-4.9,1.2,6.9,1.4,13.5,-1.6
COc1ccc(NC(=O)CSc2ncnc3c2cnn3Cc2ccccc2)cc1OC,-13.4,15.6,1.3,-1.8,-2.4,1.2,-5.4,-0.7
COc1ccccc1CNC(=O)COC(=O)C1CCN(c2ccc(C(F)(F)F)cn2)CC1,16.9,6.0,4.7,-1.2,21.4,9.4,13.0,1.6
O=C(c1cc2ncc(Br)cn2n1)N1CCOCC1,-3.6,7.8,-2.8,-0.3,3.8,2.3,11.9,-0.3
COc1ccc(NC(=O)CN2CCC(C)CC2)cc1,19.9,-11.3,-6.6,0.9,-7.3,-4.7,12.9,2.7
Cc1ccc(-c2[nH]ncc2C(=O)c2ccc(Br)cc2)c(O)c1,39.1,-7.0,-3.3,0.7,5.9,42.6,-27.3,-1.3
COc1ccc(-n2c(C)c([N+](=O)[O-])c3ccc(O)c(CN4CCCCC4)c32)cc1,77.3*,1.4,-5.0,2.3,6.6,40.0,-44.3,-1.2
COc1ccc(CNC(=O)CN2C(=O)CSc3ccc(S(=O)(=O)N4CCOCC4)cc32)cc1,16.0,-10.2,-0.5,-3.3,27.3,5.7,-1.1,-1.7
CCN(CC)S(=O)(=O)c1ccc(NC(=O)CSc2nnc(-c3ccc(F)cc3)o2)cc1,14.4,-9.8,-3.5,-0.5,-12.4,0.6,-3.3,-0.5
CC(NC(=O)/C(C#N)=C1\N=C(NC(=O)c2cccs2)c2ccccc21)c1ccccc1 (stereo not given),26.6,43.6,0.4,-0.8,9.0,30.7,-71.8,-1.7
CCOC(=O)C1CCCN(C(=S)Nc2ccc(F)cc2)C1 (stereo not given),26.3,-0.9,-3.6,-3.0,-16.0,8.6,2.1,-1.4
CNC(=S)N1CCN(c2nc(-c3ccc(Cl)cc3)cs2)CC1,-5.7,-2.5,1.4,-3.9,-6.0,35.5,15.5,3.0
COc1ccc2c(c1)c(CC(=O)OCC(=O)O)c(C)n2C(=O)c1ccc(Cl)cc1,-15.4,11.2,-2.2,-3.8,-13.6,9.1,12.1,-1.2

# Single records, from the list above.
# `COc1ccc(-n2c(C)c([N+](=O)[O-])c3ccc(O)c(CN4CCCCC4)c32)cc1` is entered as Mdm2-MdmX inh: 77.3*; Jurkat NFkB inh: 1.4; APJ agonist: -5.0; XBP1 UPR activ: 2.3; APJ antag: 6.6; tim23-1 inh: 40.0; 697 NFkB inh: -44.3; UPR CHOP act: -1.2
# `CNC(=S)N1CCN(c2nc(-c3ccc(Cl)cc3)cs2)CC1` is entered as Mdm2-MdmX inh: -5.7; Jurkat NFkB inh: -2.5; APJ agonist: 1.4; XBP1 UPR activ: -3.9; APJ antag: -6.0; tim23-1 inh: 35.5; 697 NFkB inh: 15.5; UPR CHOP act: 3.0
# `COc1ccc(NC(=O)CSc2ncnc3c2cnn3Cc2ccccc2)cc1OC` is entered as Mdm2-MdmX inh: -13.4; Jurkat NFkB inh: 15.6; APJ agonist: 1.3; XBP1 UPR activ: -1.8; APJ antag: -2.4; tim23-1 inh: 1.2; 697 NFkB inh: -5.4; UPR CHOP act: -0.7

# Next section:
SMILES,Mdm2-MdmX inh,Jurkat NFkB inh,APJ agonist,XBP1 UPR activ,APJ antag,tim23-1 inh,697 NFkB inh,UPR CHOP act
O=[N+]([O-])c1ccc2[nH]c(O)c(N=NC3CCS(=O)(=O)C3)c2c1 (stereo not given),-32.2,0.4,-2.9,-2.5,2.5,-11.2,9.9,0.3
O=C(NCC1CCN(c2ccc(S(=O)(=O)N3CCOCC3)cc2)CC1)Nc1ccccc1F,13.9,9.6,2.1,-0.7,3.7,10.3,3.6,0.6
CC(C)(CNS(=O)(=O)c1cccs1)N1CCOCC1,-4.7,3.9,-0.5,-3.5,-5.6,14.6,17.8,0.3
CC(NC(=O)COC(=O)C1CCN(c2ccc(C(F)(F)F)cn2)CC1)c1ccc(Br)cc1 (stereo not given),9.8,4.1,-0.1,-2.1,6.1,19.9,-14.4,-1.9
N#CC(C(N)=O)=C1CCCCC1,-1.5,6.6,-4.9,0.7,10.1,-1.8,10.6,0.4
CN(C)Cc1c(C(=O)N/N=C/c2ccco2)nnn1-c1nonc1N,17.5,9.7,-3.7,3.0,9.6,-6.1,-6.3,2.8
CCN(Cc1ccccc1)C(=O)c1cc(-c2ccc(OC)c(OC)c2)nc2ccccc12,32.7,3.7,2.9,-8.5,-8.3,22.4,1.8,3.8
Cn1c(=O)n(C)c2cc(S(=O)(=O)NCCOCCO)ccc21,21.6,11.8,0.2,-1.4,10.2,15.0,24.2,-1.1
COc1ccc(/C=C2/C(=O)N(c3ccccc3)N=C2C)cc1,-7.2,10.8,2.4,1.3,11.7,38.4,-14.2,-1.8
COC(=O)CNC(c1ccccc1)c1cc(Br)ccc1N (stereo not given),13.4,-4.8,-7.1,-0.9,-0.7,32.8,12.4,-1.0
CCn1c(SCC(=O)NC2CCCC2)nnc1-c1c[nH]c2ccccc12,15.5,2.9,-1.2,0.2,2.8,1.3,-8.9,-0.1
CC(C)(C)NC(=O)/C(=C\c1ccccc1F)NC(=O)c1ccc([N+](=O)[O-])cc1,2.9,5.4,0.0,-2.5,5.9,5.4,25.8,-0.4
Cc1ccc(CSc2nc3c(cc2C#N)CCC3)cc1,2.6,-8.2,-5.3,0.7,11.1,-0.3,-10.2,-0.1
Cc1ccc(-n2ncc(C(=O)NCc3ccc4c(c3)OCO4)c2NC(=O)c2ccco2)cc1C,8.0,7.5,-5.4,-0.5,10.5,7.6,9.7,2.0
COC(=O)CSc1nnc(-c2ccc(S(=O)(=O)NCc3ccccc3Cl)cc2)o1,14.7,2.5,1.9,-1.1,5.2,28.3,11.3,-0.3
CCCn1c(NC(=O)C2CCN(S(=O)(=O)c3cccs3)CC2)nc2ccccc21,45.4,5.4,7.6,2.0,3.3,7.0,-27.2,0.8
Cn1c(=O)n(/N=C/c2ccccc2)c2ccccc21,-23.4,-4.5,0.9,-1.4,9.0,22.5,-19.4,4.4
O=C(CN1CCN(c2ccccc2)CC1)Nc1nccs1,-15.1,-6.5,2.3,1.1,5.4,-2.3,-13.8,-3.5
